High-throughput results as filed in PubChem.
Sm TGR block = S. mansoni TGR enzyme inhibition | Q962Y6 | purified TGR, DTNB reduction, TNB absorbance 405 nm | Potency, µM (titrated, usually from 114 µM), without a hit: at the highest dose activity change, negative = inhibition, most hits filed as inhibitors | actives 3% (n = 360,000) | AID 485364; note: nearly all actives have a fitted effect of over 60% in size
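First, TGR (20 nM dispensed) and NADPH were mixed with compound. Second, a 15 min room-temperature incubation followed. Third, further NADPH and then DTNB were added to start the reaction. Finally, TNB absorbance was monitored kinetically.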
HCV inh = inhibitors of hepatitis C virus infection | actives 3.4% (n = 340,000) | AID 651820 | Huh7.5.1 HCVcc-Cre infection, luciferase reporter, 44 h | Potency, µM (top dose mostly 41.8 µM), for the others: at the highest dose activity change, negative = inhibition, actives largely listed as inhibitors
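A cell-based infection assay in which seeded cells (1,000 per well) receive test compound after 4 h, are inoculated with HCVcc-Cre at approximately 0.5 moi, and are incubated 44 h before luminescence detection.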
TbPYK inhibitor = inhibitors of Trypanosoma brucei pyruvate kinase; Q57TT1; actives 0.12% (n = 410,000); AID 624173; Potency, µM (highest dose often 76.8 µM), for inactives: at the top dose activity, negative = inhibition, most hits filed as inhibitors; TbPYK enzyme, Kinase-Glo Plus ATP luminescence, 45 min; note: nearly all actives have a fitted effect of over 50% in size
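T. brucei PYK with substrate was exposed to pin-transferred compounds across a concentration series, then started with 130 uM ADP (final). After 45 min at room temperature, Kinase-Glo Plus luminescence was read, normalized and curve-fitted.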
LmPK inhibitor = LmPK (Leishmania mexicana) enzyme inhibition; Potency, µM (titrated, usually from 57.5 µM), without a hit: at the top dose activity change, negative = inhibition, hits mostly inhibitors; actives 0.37% (n = 290,000); purified LmPK, Kinase-Glo ATP luminescence, 1 h
Target sequence (Q27686 whole entry, looked up): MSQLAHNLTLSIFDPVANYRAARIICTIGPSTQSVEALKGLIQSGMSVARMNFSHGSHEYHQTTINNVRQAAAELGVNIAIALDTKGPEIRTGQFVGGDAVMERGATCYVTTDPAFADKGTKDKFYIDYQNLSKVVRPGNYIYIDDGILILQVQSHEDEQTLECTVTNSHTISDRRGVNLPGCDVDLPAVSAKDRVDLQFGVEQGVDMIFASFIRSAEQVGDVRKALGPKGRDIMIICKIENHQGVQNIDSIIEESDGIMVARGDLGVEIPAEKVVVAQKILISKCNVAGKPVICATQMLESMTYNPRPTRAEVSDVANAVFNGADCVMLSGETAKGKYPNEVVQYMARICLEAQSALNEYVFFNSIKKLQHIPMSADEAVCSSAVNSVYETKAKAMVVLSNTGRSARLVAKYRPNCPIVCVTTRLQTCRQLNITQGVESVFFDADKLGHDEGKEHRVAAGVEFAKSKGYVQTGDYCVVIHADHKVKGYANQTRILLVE
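ATP generated from ADP (0.1 mM) and PEP (0.5 mM) by 0.1 nM LmPK over 1 h at room temperature (pH 7.2 imidazole buffer) was detected by coupled luciferase luminescence. Values were normalized to uninhibited and no-enzyme wells.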
Pf growth 96h = P. falciparum growth inhibition at 96 hours. P. falciparum luciferase reporter growth, 96 h. Potency, µM (doses to about 28.7 µM), inactives show at the highest dose activity change, negative = inhibition, usual class: inhibitors. actives 6.9% (n = 320,000). AID 504834
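Compounds incubated with erythrocytes infected by luciferase-expressing P. falciparum (2% hematocrit, 0.05% parasitemia final) for 96 hours, 37 C in 5% CO2. Growth inhibition scored as decreased luciferase luminescence.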
Pf growth 48h = inhibits P. falciparum growth in the first generation, 48 h; P. falciparum luciferase growth in erythrocytes, 48 h; Potency, µM (highest dose often 28.7 µM), inactives show at the highest dose activity change, negative = inhibition, most hits filed as inhibitors; actives 5.9% (n = 310,000); AID 504832
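Luciferase-expressing P. falciparum in infected erythrocytes (2% hematocrit, 0.1% parasitemia final) in RPMI 1640/0.5% Albumax were exposed to compound for 48 hours at 37 C, 5% CO2; growth read as luminescence.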
* hit, by the source's call; ? = inconclusive; · = not tested or not shown; & = joins results of further samples; [ ] = another dose, or the depositor's remark. Calls come from the whole dose curve; as a rule, active = well fitted curve in the direction sought with a large enough effect; inconclusive = small, poorly fitted or top-dose-only effect, or another doubt; inactive = no such curve, though single readings can be large; an effect the other way counts as inactive or inconclusive. % is set by controls: 0 for no effect and ±100 for the full control effect; potency is the fitted concentration of half-maximal effect.

Preview (2 entries):
Order of results: Sm TGR block, HCV inh, TbPYK inhibitor, LmPK inhibitor, Pf growth 96h, Pf growth 48h
CC1(C)Cc2c(cnn2-c2ccc(F)cc2)C(NC(=O)c2ccoc2)C1 (stereo not given)
    -17%, -12%, 2%, 2%, ?, -16%
CN(C)CC1CSCCC1(O)c1ccccc1Cl (stereo not given)
    ?, 19%, -8%, 6%, -62%, ?

The whole of this part, previewed entries included:
Order of results: Sm TGR block, HCV inh, TbPYK inhibitor, LmPK inhibitor, Pf growth 96h, Pf growth 48h
CC1(C)Cc2c(cnn2-c2ccc(F)cc2)C(NC(=O)c2ccoc2)C1 (stereo not given)
    -17%, -12%, 2%, 2%, ?, -16%
CN(C)CC1CSCCC1(O)c1ccccc1Cl (stereo not given)
    ?, 19%, -8%, 6%, -62%, ?
COCc1nnc(NS(=O)(=O)c2ccc(Br)cc2)s1
    -13%, ?, 6%, 6%, ?, 12%
Cc1cccc(NC(=O)CCC(=O)N2CCOCC2)n1
    3%, 11%, -5%, ·, 31%, 13%
COc1ccc(/C=C(\NC(=O)c2ccc(OCC(C)C)cc2)C(=O)OCc2ccco2)cc1
    -15%, ?, -14%, 0%, ?, ?
CC(=O)c1ccc(NC(=O)CCCN2C(=O)COc3ccc(C)cc32)cc1
    -24%, -14%, 3%, -3%, ?, -5%
O=C(CNCCc1ccc(Cl)cc1)Nc1ccc(C(=O)N2CCCCC2)cc1
    -1%, 11%, 18%, -3%, 11%, ?
COc1ccc(Oc2ccc(C(F)(F)F)cc2NC(=O)c2ccc(C)cc2)cc1
    8%, -29%, 6%, 4%, -15%, ?
CNS(=O)(=O)c1ccc(NC(=O)c2cc(-c3ccncc3)nc3ccc(Cl)cc23)cc1
    -3%, ·, 9%, -3%, 44%[activator], 13µM*
COC(=O)CN1C(=S)N(c2ccc(F)cc2)C(=O)C1CC(=O)Nc1ccccc1 (stereo not given)
    9%, 7%, -5%, 6%, 1%[5.75 µM], ?
Cc1nn(Cc2ccc(Cl)cc2Cl)c(C)c1NC(=O)CCl
    40µM*, 13µM*, 6%, 6%, 10µM*, 0.59µM*
Cc1ccc(NCCC(=O)c2cccc([N+](=O)[O-])c2)c(C)c1
    0.5µM*, -26%, -6%, 0%, 10%, 4%
CC(=NCc1ccco1)c1c(O)n(-c2ccccc2)c(=O)[nH]c1=O
    5%, -8%, 2%, -11%, ?, 0%
COc1ccc2cc(/C(C)=N/NC(=O)c3cc(-c4cccnc4)nc4ccccc34)ccc2c1
    -1%, ?, 3%, 2%, ?, -1%
Nc1cc(C(=O)OCC(=O)NNC(=O)c2ccccc2)ccc1Cl
    -1%, -16%, -1%, ·, 12%, -10%
Cc1ccc(NC(=O)c2ncn[nH]2)cc1
    ·, 3%, 1%, -3%, -24%, 51%[activator]
Cn1cc(CNC(=O)/C=C/c2ccc(Cl)cc2)cn1
    10%, 21%, 9%, -1%, -1%, 8%
CCCOc1ccc(C2NC(=O)NC2=O)cc1 (stereo not given)
    -4%, 7%, 4%, -5%, ?, -9%
Cc1cc(Nc2ccc(C)c(C)c2)c2ccccc2n1
    -10%, ?, -6%, 9%, ?, ?
COc1ccc(-c2csc(NC(=O)C3CSC4(C)CCC(=O)N34)n2)cc1 (stereo not given)
    -2%, 6%, 6%, ·, 20%, 1%
Cc1nc2scc(-c3ccccc3)c2c(=O)n1/N=C/c1ccco1
    -4%, ?, -8%, 0%, 3%, 2%
Cc1cccc(NC(=O)CS(=O)(=O)c2cn(C)c3ccccc23)c1
    2%, 6%, 0%, 1%, 1%, -5%
Cc1ccc(C)c(NC(=O)c2cnc3n(c2=O)CCS3)c1
    -7%, 11%, -6%, -1%, 103%[activator], 47%[activator]
O=C(NCc1ccco1)/C(=C\c1cccs1)NC(=O)c1cccs1
    4%, 7%, 4%, -3%, ?, 1%
Cc1cc(-c2csc(NC(=O)c3ccc(C#N)cc3)n2)c(C)n1Cc1ccco1
    -7%, -1%, -13%, 1%, -23%, ?
Cc1nc(C)c(C(=O)N(c2ccccc2F)C(C(=O)NCC2CCCO2)c2ccccc2)s1 (stereo not given)
    -4%, 15%, -2%, 7%, 1%, ?
COc1cccc(-c2ncc3ccccc3c2COC(=O)c2cccc(Br)c2)c1
    -2%, ?, 3%, ·, 4.7µM*, ?
COc1ccc(NC(C)=O)cc1NC(=O)CSc1nnc(-c2ccc(F)cc2)n1N
    -8%, 1%, -1%, 2%, -18%, ·
Cn1c(SCC(=O)Nc2cc(=O)n(C)c(=O)n2C)nnc1-c1cccs1
    -2%, 0%, ·, -1%, ·, 5%
CCOC(=O)CNC(=O)c1cccs1
    -21%, 11%, 4%, 5%, -25%, 21%
CCOc1cc(NC(=S)NCC(C)C)c(OCC)cc1NC(=O)c1ccco1
    8%, ?, -25%, 0%, ?, -26%
CCCc1cc(=O)oc2c(C)c(OCC(=O)N3CCC[C@@H]3C(=O)O)ccc12
    4%, -6%, 8%, 1%, -23%, 31%
Cc1cc(C(F)(F)F)nc(SCC(=O)Nc2ccccc2)n1
    7%, -2%, 13%, 5%, 9%, -11%
COc1ccc(NS(=O)(=O)c2ccc(NC(=S)NC(=O)c3cccc(F)c3)cc2)nn1
    45µM*, 7%, 5%, -1%, -10%, -8%
O=C(O)COc1ccc(/C=N/NC(=O)COc2nsnc2N2CCOCC2)cc1
    13%, -10%, 0%, 0%, -6%, 53%[activator]
CCNC(=O)CC(=O)Nc1ccccc1C(=O)O
    2%, 8%, -1%, -4%, ?, 5%
O=C(COC(=O)CCc1nc2ccccc2c(=O)[nH]1)Nc1ccc2c(c1)OCO2
    1%, 13%, 2%, 3%, 31%[activator], 22%
CCOc1ccc(NC(=O)CN2C(=O)COc3ccc(S(=O)(=O)N4CCCC4)cc32)cc1
    5%, -17%, -6%, -1%, ?, 12%
CCC1(c2ccccc2)NC(=O)N(CC(=O)Nc2ccc(OC)nc2)C1=O (stereo not given)
    -2%, 2%, -3%, -3%, 1%, -8%
O=C1CC(C(=O)Nc2ccccc2)S/C(=N\N=C\c2ccco2)N1 (stereo not given)
    -13%, -11%, -6%, -1%, -28%, -7%
Cc1ccc(C)c(S(=O)(=O)NCCCc2ccccc2)c1
    12%, 2%, -2%, 1%, 23%, -4%
O=C(N/N=C/c1ccccc1C(=O)O)c1cc(-c2ccc3c4c(cccc24)CC3)n[nH]1
    -3%, -2%, -1%, 0%, -18%, ?
COC(=O)[C@]1(C)CCC[C@@]2(C)C3CC[C@@]4(C)C[C@]3(CCC21)CC(=O)N4Cc1ccc(OC)cc1 (stereo not given in full)
    -3%, 13µM*, 0%, ·, 1.5µM*, 1.7µM*
COc1cccc(NC(=O)CSc2nnc(Cn3c(=O)sc4ccccc43)n2C)c1
    5%, 2%, -2%, 3%, ?, 1%
COc1ccccc1/C=N/NC(=O)c1ccc(C)nc1
    -20%, -4%, -4%, 1%, ?, 3%
CCS(=O)(=O)Nc1cccc(C2=NN(S(=O)(=O)c3ccc(C)cc3)C(c3ccco3)C2)c1 (stereo not given)
    ?, -27%, 6%, 4%[11.5 µM], ?, ?
O=c1[nH]c2cc(Cl)ccc2n(CCNc2ncc(C(F)(F)F)cc2Cl)c1=O
    1%, -4%, 2%, -7%, 47%[activator], 49%[activator]
N#CCc1ccc(NS(=O)(=O)c2ccc(C3CCCCC3)cc2)cc1
    6%, ?, -9%, 2%, 39%[activator], 11%
Cc1sc2nc(CSc3ncn[nH]3)[nH]c(=O)c2c1C
    7%, 4%, 5%, 0%, 0%, 0%
O=C(Nc1ccccc1)N(C1=NCCC1)c1ccccc1
    9%, 9%, 1%, -1%, 36%[activator], 15%
CC(=O)c1cc(C#N)c(SCC(=O)Nc2nccs2)nc1C
    -9%, ?, 2%, 3%, -21%, 159%[activator]
COc1ccccc1N1CCN(C(=O)c2ccc(-c3ccc(Cl)cc3)o2)CC1
    -19%, 3.2µM*, 0%, ·, 12µM*, ?
CCCCNC(=O)C(Sc1ccccc1)c1ccccc1 (stereo not given)
    -12%, 10%, 4%, 1%, 336%[activator], 12%
O=C(COc1ccccc1)N/N=C/c1sc(=O)n(Cc2cccc(C(=O)O)c2)c1Cl
    35µM*, 3%, -11%, 1%, ?, ?
CCCc1[nH]nc2c1C1(C(=O)N(CC)c3ccccc31)C(C#N)=C(N)O2 (stereo not given)
    -14%, 14%, -4%, 4%, ?, -19%
CCOC(=O)c1ccc2c(c1)n(CC)c(C)[n+]2CC
    ·, ?, -12%, 2%, 30%[activator], ?
Cc1c(C(=O)NCCn2ccc3ccccc32)cccc1[N+](=O)[O-]
    4%, -4%, -1%, 1%[11.5 µM], ?, ?
Cc1ccc(C(=O)N2C3=C(CCCC3)C(=O)NC23CCCCC3)cc1
    -1%, 9%, -4%, -4%, -20%, ?
NC(=O)c1nsc(C(=O)N(CC(=O)NC2CCCC2)Cc2ccc3c(c2)OCO3)c1N
    15%, -1%, 1%, -13%, -30%, -4%
O=C(CCc1ccccc1)NNC(=O)COc1ccccc1Cl
    2%, 15%, 6%, -1%, 4%, ?

Next section.
Order of results: Sm TGR block, HCV inh, TbPYK inhibitor, LmPK inhibitor, Pf growth 96h, Pf growth 48h
CCC(C)C(=O)Nc1nnc(CCc2ccccc2)s1 (stereo not given)
    13%, 4%, -23%, -3%, 63%[activator], 38%[activator]
CC(C)Cn1nc(C(=O)OCC(=O)NCC(F)(F)F)c2ccccc2c1=O
    -4%, 4%, 1%, -2%, ?, 9%
COc1ccc(C(=O)Nc2nnc(C3=COCCO3)o2)cc1OC
    8%, 23%, ?, 5%, ?, 114%[activator]
Cc1cccc(-c2c3c(=O)n(C)c(=O)n(C)c3cn2C2CCCCC2)c1
    -25%, -2%, -2%, 4%, ?, ?
C[C@@H]1NC(=O)[C@@]2(C)[C@@H](c3ccccc3)[C@H]3COc4ccccc4[C@@H]3N2C1=O
    -14%, 6%, -2%, ·, ?, 5%
Cc1ccc2[nH]c(=O)c(C(c3nnnn3C3CCCC3)N(Cc3cccnc3)Cc3ccco3)cc2c1 (stereo not given)
    -22%, -16%, -8%, 2%, ·, ?
O=[N+]([O-])c1cc(S(=O)(=O)N2CCCC2)ccc1OCc1ccccc1
    -2%, 25%, -21%, -1%, 1%, -6%
COC(=O)Oc1cncc(C(=O)O)c1
    6%, 2%, 1%, 0%, 7%, 13%
CCN1CCN(CCCNC(=O)CS(=O)(=O)Cc2nc(-c3ccccc3C)oc2C)CC1
    -1%&4%, -19%, -1%&-10%, 1%, 15%, -13%

For convenience, four of the compounds above:
Order of results: Sm TGR block, HCV inh, TbPYK inhibitor, LmPK inhibitor, Pf growth 96h, Pf growth 48h
CCC(C)C(=O)Nc1nnc(CCc2ccccc2)s1 (stereo not given)
    13%, 4%, -23%, -3%, 63%[activator], 38%[activator]
CC(C)Cn1nc(C(=O)OCC(=O)NCC(F)(F)F)c2ccccc2c1=O
    -4%, 4%, 1%, -2%, ?, 9%
COc1ccc(C(=O)Nc2nnc(C3=COCCO3)o2)cc1OC
    8%, 23%, ?, 5%, ?, 114%[activator]
Cc1cccc(-c2c3c(=O)n(C)c(=O)n(C)c3cn2C2CCCCC2)c1
    -25%, -2%, -2%, 4%, ?, ?
